Bioassay records: PubChem, several laboratories
Myeloid diff MLP – myeloid differentiation induction; ER-HoxA9 myeloid progenitors, lysozyme-GFP differentiation, flow cytometry; AID 624256; calls only at 10 µM; actives 1% (n = 360,000);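 active means normalized GFP-positive differentiation at or above the plate's own cutoff, the solvent-only control mean plus 3 SD; inconclusive means no clear call, values can overlap the other calls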;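 further: cells exposed to compound for four days before flow analysis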
PhoP inhibition – inhibitors of PhoP regulon expression, primary screen, Salmonella Typhimurium, GFP reporter (AID 1863) | S. Typhimurium PhoP-regulated promoter GFP reporter, 4 h; higher % means a stronger effect | inhibition, % at 50 µM, or IC50 in µM where a hit was titrated | actives 0.16% (n = 300,000);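 active means inhibition over 29.93%, a cutoff 3 SD above the screen mean, later confirmed by dose response; inconclusive means inhibition over 29.93% but no dose response follow-up; inactive means inhibition at most 29.93% or unconfirmed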;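 further: 0% = low Mg2+ inducing control and 100% = high Mg2+ repressing control; strong numbers were not always called active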
MgcRacGAP inhibition – MgcRacGAP GTPase-activating activity inhibitors, confirmation, biochemical, ADP Hunter fluorescence; MgcRacGAP-stimulated Rac1 GTP hydrolysis, ADP Hunter fluorescence; higher % means a stronger effect; GST-tagged Rac1 F28L mutant substrate; inhibition, % at 30 µM, or IC50 in µM where a hit was titrated; actives 0.6% (n = 340,000);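 active means first-screen hits whose inhibition reached a set limit at any dose in the follow-up dose series; inconclusive means inhibition above the set first-screen limit but never retested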;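 further: fluorescence reports GDP produced by GAP-driven GTP hydrolysis; strong numbers were not always called active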
Myeloid diff MLP GFP+ MAC1+ % – further read-out of Myeloid diff MLP, marked with its call; GFP+ MAC1+ double positive, %; measured here: differentiation confirmed by MAC1 staining
* hit, by the source's call; i = inactive; ? = inconclusive; . = no result given. These rows are one share of the data, so the mix of outcomes need not match the whole.

SMILES	Myeloid diff MLP	Myeloid diff MLP GFP+ MAC1+ %	PhoP inhibition	MgcRacGAP inhibition
CCOC(=O)CCC(NC(=O)c1ccc(CNc2nc3cc(C(F)(F)F)ccc3nc2C(=O)OCC)cc1)C(=O)OCC (stereo not drawn)	i	1.4	.	6.2%
O=C(C=Cc1ccccc1)N1CCCCC1	i	0.6	.	-3.1%
O=S(=O)(c1ccc(F)cc1)c1nc(-c2ccco2)oc1NCCCn1ccnc1	i	0.8	.	3.0%
C[C@@H]1CN([C@@H](C)CO)C(=O)CCCn2nncc2CO[C@@H]1CN(C)C(=O)c1cc(-c2ccccc2)on1	i	0.9	.	16.2%
O=C(CC1Sc2ccccc2NC1=O)NNc1ccc(F)cc1 (stereo not drawn)	i	0.4	.	-13.8%
O=C1NC(Cc2ccc(O)cc2)c2nc3cc(Cl)ccc3c(=O)n2-c2cc(Cl)ccc21 (stereo not drawn)	i	6.2	.	-10.2%
C[C@H](O)[C@@H]1C(=O)N2CCc3ccc(-c4ccccc4)cc3[C@@H]2C[C@@H]1N(C)C(=O)c1cccnc1	i	0.4	.	14.3%
COC(=O)C1=C(C(=O)OC)[C@]2([C@@H]3CC=CCN[C@@H](Cc4ccccc4)C(=O)N3Cc3ccccc3)C=C[C@H]1O2	i	2.4	.	10.0%
COc1ccc(Br)c(C=O)c1OS(=O)(=O)c1ccc(C)cc1	i	0.5	.	10.4%
COc1ccc(CCn2c(C)cc(C(=O)COC(=O)c3ccc(O)cc3O)c2C)cc1	i	0.5	.	3.6%
CC(=O)Nc1ccc(NC(=O)c2cc(S(=O)(=O)N3CCCCC3)ccc2N2CCOCC2)cc1	i	0.5	.	3.2%
C[C@@H]1CN([C@H](C)CO)C(=O)CCCn2cc(nn2)CO[C@H]1CN(C)S(=O)(=O)c1ccc2c(c1)OCCCO2	i	0.7	.	10.7%
COc1ccc(-c2ccc(CN3C(C)C(=O)N(Cc4cn(CCC5OCCCO5)nn4)CCS3(=O)=O)cc2)cc1 (stereo not drawn)	i	0.7	.	6.4%
COc1ccc(N2CCN(CCCn3cnc4c(SC)ncnc43)CC2)cc1	i	0.7	.	18.9%
Cn1c(CCN2CCN(c3ccccn3)CC2)nc2cc(NS(=O)(=O)c3ccc(F)cc3)ccc21	i	0.6	.	9.0%
N#CC1(Nc2ccc(Br)cc2)CCCC1	i	1.7	.	2.6%
CCC(C)[C@H](NC(=O)[C@@H]1Cc2ccccc2CN1)C(=O)NCc1ccc(C)cc1 (stereo partly drawn)	i	0.8	.	-4.1%
O=C(CNC(=O)N1CC(=O)Nc2ccccc21)Nc1ccc(Cl)cc1Cl	i	1.3	.	18.9%
O=C1CC(c2ccccc2)=C(c2ccccc2)C1	i	0.9	.	1.4%
O=C(OCc1cn([C@H]2CN(C(=O)C3CCCCC3)[C@@H](c3ccccc3)C[C@@H]2O)nn1)c1ccccc1	i	0.6	.	10.1%
COCC(=O)N1CCC2CC1c1c(-c3ccc(C(F)(F)F)cc3)cccc12 (stereo not drawn)	i	3.1	.	4.1%
COc1ccc([N+](=O)[O-])cc1NCc1c(F)cccc1F	i	0.3	.	2.7%
CCN(CCc1ccccc1)c1ccc2c(c1)C1CC2CCN1Cc1ccccc1 (stereo not drawn)	i	1.3	.	12.5%
COc1cccc(C=NNC(=O)c2ccncc2)c1O	i	1.1	.	4.9%
CCN(CC)CCN(Cc1cc2cc3c(cc2[nH]c1=O)OCCO3)C(=S)NCCOC	i	2.7	.	6.8%
C[C@@H]1CN([C@@H](C)CO)C(=O)c2cc(NC(=O)C3CCCCC3)ccc2O[C@@H](C)CCCCO[C@@H]1CN(C)Cc1ccncc1	i	0.0	.	14.6%
CC1(C)CC(=O)C=C(Nc2ccc(O)cc2)C1	i	1.0	.	20.2µM*
CCOC(=O)c1c2c(n(-c3ccc(OC)cc3)c1C)C(=O)C(=O)c1ccccc1-2	?	.	.	4.5%
O=C1OC(c2ccccc2)(c2ccccc2)c2ccccc21	i	1.5	.	-1.5%
COc1cccc(-c2ccc3c(c2)O[C@@H](CN(C)Cc2cncnc2)[C@@H](C)CN([C@H](C)CO)S3(=O)=O)c1	i	0.5	.	9.3%
OCCN1CCSC1=S	i	0.2	.	3.0%
O=C(NCCc1ccccc1)c1ccc(NC(=O)C2CCC2)cc1	i	1.7	.	0.4%
CN(Cc1ccccc1)C(=O)c1ccc(NC(=O)Cc2ccc(NC(=O)C3CCN(C(=O)CCc4ccccc4)CC3)cc2)cc1	i	0.7	.	1.0%
O=C1C2C3C=CC(CC3)C2C(=O)N1c1ccc(Br)cc1 (stereo not drawn)	i	0.9	.	2.2%
CC(=O)c1ccccc1C(=O)N1CCCC(CNC(=O)c2ccc(F)cc2)C1 (stereo not drawn)	i	0.1	.	16.8%
COc1ccc(C(CNC(=O)c2ccc(S(=O)(=O)Nc3cccc(C)c3C)cc2)N2CCOCC2)cc1 (stereo not drawn)	i	0.6	.	3.3%
O=C(OCc1ccccc1)N1CCCC2CC1c1ccccc12 (stereo not drawn)	i	1.2	.	16.4%
Cc1ccc(/C=C/C(=O)OCC(=O)N(C)c2c(N)n(Cc3ccccc3)c(=O)[nH]c2=O)o1	i	0.9	.	8.7%
Cc1ccc(-c2nc(NCCCN(C)C)c3ccccc3n2)cc1	i	0.4	.	23.0%
COc1ccc([C@H]2C[C@@H](n3cc(C4CC4)nn3)[C@H](O)CN2C(=O)C2CCCCC2)cc1	i	0.6	.	4.5%
CSc1nc(N)nc2c1ncn2C1OC(CO)CC1O (stereo not drawn)	i	2.0	.	1.0%
CC(=O)Nc1ccc(S(=O)(=O)NCCc2ccc3c(c2)OCCO3)cc1	i	0.8	.	4.1%
CC(C)(C)OC(=O)NCCc1onc(-c2ccc([N+](=O)[O-])cc2)c1C(=O)O	i	0.2	.	13.8%
CN[C@H](C)C(=O)NC[C@H]1O[C@@H](n2cc(C)c(=O)[nH]c2=O)C[C@@H]1O	i	0.8	.	1.3%
CCN1C(=O)[C@H]2[C@@H](c3ccc(C)cc3)N[C@]3(CCCN(Cc4ccc(Cl)cc4)C3=O)[C@H]2C1=O	?	.	.	1.4%
O=C1C(Cl)=C(NCCCN2CCOCC2)C(=O)c2ccccc21	?	.	.	9.8%
COc1ccc(CNC(=O)COC(=O)C2=Cc3ccccc3OC2)cc1	i	1.4	.	7.0%
OCC1OC(n2cnc3c(N4CCCC4)ncnc32)C(O)C1O (stereo not drawn)	i	0.5	.	12.0%

The list goes on, overlapping the part above by two compounds.
SMILES	Myeloid diff MLP	Myeloid diff MLP GFP+ MAC1+ %	PhoP inhibition	MgcRacGAP inhibition
COc1ccc(CNC(=O)COC(=O)C2=Cc3ccccc3OC2)cc1	i	1.4	.	7.0%
OCC1OC(n2cnc3c(N4CCCC4)ncnc32)C(O)C1O (stereo not drawn)	i	0.5	.	12.0%
Cc1ccc(S(=O)(=O)N2CCC(C(=O)N3CCCCCCC3)CC2)cc1C	i	0.8	.	3.2%
CC(C)(C)S(=O)N1Cc2ccc(CO)cc2[C@H]1CCO (stereo partly drawn)	i	0.3	.	7.2%
CC(OC(=O)c1cccnc1Cl)C(=O)NC1CCCCC1 (stereo not drawn)	i	0.2	.	3.6%
Cc1cc(C)c2c(=O)n3c(nc2c1)C(Cc1ccc(O)cc1)NC(=O)c1cccnc1-3 (stereo not drawn)	i	0.7	.	16.6%
O=C(Cc1ccc(S(=O)(=O)N2CCOCC2)s1)N1CCN(S(=O)(=O)c2ccccc2F)CC1	i	1.2	.	5.2%
CCOC(=O)c1c(NC(=O)COC(=O)c2ccc(S(=O)(=O)C(F)F)cc2)sc(C(=O)N(C)C)c1C	i	1.2	.	14.7%
CCC(CC)CN1CCC(CN2C(=O)C(=O)NC[C@@H]2[C@@H](C)CC)CC1	i	2.1	.	4.9%
COc1cccc(CN(C)C[C@H]2OCc3cnnn3CCCC(=O)N([C@H](C)CO)C[C@@H]2C)c1	i	0.5	.	16.9%
O=C1CN(CCN2CC(=O)N(Cc3ccccc3)C(=O)C2)CC(=O)N1Cc1ccccc1	i	0.3	.	-10.7%
CC(=O)Nc1cc(F)c2c(c1F)Cc1cc(F)ccc1-2	i	0.5	.	7.4%
COc1ccc(CCNC(=O)CSc2nc3ccsc3c(=O)n2Cc2ccccn2)cc1OC	i	0.8	.	7.2%
C[C@H](CO)N1C[C@H](C)[C@H](CN(C)Cc2ccncc2)Oc2cc(-c3ccccc3F)ccc2S1(=O)=O	i	0.6	.	15.9%
CN(C(=O)C=Cc1ccco1)c1ccccc1	i	0.8	.	8.5%
COc1ccc(CN2C(=O)C(CC(=O)NCCCN(C)C)CC(C(=O)N(C)C)=C2C)cc1 (stereo not drawn)	i	0.7	.	12.7%
C[C@H]1CN([C@@H](C)CO)C(=O)CCCn2nncc2CO[C@H]1CN(C)C(=O)C1CC1	i	0.6	.	17.3%
Cc1nc2cc(C)c(C)cc2o1	i	1.5	.	-0.8%
CN(Cc1ccccc1)C(=O)c1cccc(NC(=O)Cc2cccc(NC(=O)C3CCN(C(=O)c4ccccc4)CC3)c2)c1	i	1.8	.	7.4%
CC(=O)Nc1ccc(C(=O)NNC(=O)c2csc(N3CCOCC3)n2)cc1	i	0.4	.	5.0%
COc1cccc(C=Nc2cc(C(C)C)c(O)cc2C)c1O	i	2.3	.	7.7%
O=C(CSc1nc2ccccc2c(=O)n1-c1ccc(F)cc1F)NC1CCS(=O)(=O)C1 (stereo not drawn)	i	1.1	.	9.1%
CCOC(=O)c1cc2c(OC)c(OC)ccc2c2[nH]cc(C#N)c(=O)c12	i	0.4	.	10.1%
COc1cc(C(=O)NC2CCN(C)CC2)ccc1Nc1ncc2c(n1)N(Cc1ccccc1)CCC(=O)N2C	?	.	.	13.2%
O=C(NNC(=S)Nc1cccc(C(F)(F)F)c1)c1ccncc1	i	0.2	.	8.7%
O=C(c1ccc(CS(=O)Cc2ccc(Cl)cc2)o1)N1CCN(C2CCCCC2)CC1 (stereo not drawn)	i	0.6	.	3.5%

MgcRacGAP inhibition, what is marked active above.
| structure | Myeloid diff MLP GFP+ MAC1+ % | PhoP inhibition | MgcRacGAP inhibition |
| --- | --- | --- | --- |
| CC1(C)CC(=O)C=C(Nc2ccc(O)cc2)C1 | 1.0 | . | 20.2µM* |

The list goes on:
SMILES	Myeloid diff MLP	Myeloid diff MLP GFP+ MAC1+ %	PhoP inhibition	MgcRacGAP inhibition
Cc1ccc(OC(=O)c2ccccc2)cc1C	i	0.9	.	-4.0%
O=C(CCC(=O)N1CCN(S(=O)(=O)c2ccc(Cl)cc2)CC1)NCc1cccc(C(F)(F)F)c1	i	1.6	.	10.6%
CC(C(=O)N1CCCC1)N(c1ccc(Cl)cc1)S(C)(=O)=O (stereo not drawn)	i	0.4	.	5.7%
NC(=O)COc1ccc(S(=O)(=O)N2CCCC2)cc1	i	0.5	.	5.4%
ClCC(CNCc1ccccc1)c1ccccc1 (stereo not drawn)	i	0.6	.	4.1%
CCOC(=O)NC1CCc2cc(OC)c(OC)c(OC)c2-c2ccc(SC)c(=O)cc21 (stereo not drawn)	?	.	.	0.8%
C[C@H](CO)N1C[C@H](C)[C@@H](CN(C)Cc2cccc(C(=O)O)c2)Oc2cc(Br)ccc2S1(=O)=O	i	0.5	.	12.8%
O=c1[nH]nc(SC2CCCCC2)c(=O)[nH]1	i	1.8	.	-0.8%
CN(C(=O)c1cccc(NC(=O)Cc2ccc(NC(=O)C3CCCN(S(=O)(=O)c4cccc([N+](=O)[O-])c4)C3)cc2)c1)C1CCCC1 (stereo not drawn)	i	0.4	.	6.9%
COC(=O)c1ccc(CNC(=O)COC(=O)/C=C/c2cccc(OC)c2)cc1	i	1.5	.	2.8%
CCOc1cc(/C=N/NC(=O)c2nnn(-c3nonc3N)c2C)ccc1OCc1ccc(C)cc1	i	0.2	.	11.6%
Cc1ccc(S(=O)(=O)CCOC(=O)CNC(=O)OCc2ccccc2)cc1	i	1.0	.	3.0%
C[C@@H]1CN([C@@H](C)CO)S(=O)(=O)c2ccc(Br)cc2O[C@H]1CN(C)C(=O)c1ccc2c(c1)OCO2	i	0.7	.	14.8%
CN(CCc1ccccc1)C(=O)c1ccc(NC(=O)Cc2ccc(NC(=O)C3CCN(S(=O)(=O)c4cccc([N+](=O)[O-])c4)CC3)cc2)cc1	i	0.6	.	2.7%
CNC(=O)C[C@@H]1C(=O)N(Cc2ccccc2)CC1(C)C	i	0.3	.	6.3%
N#Cc1ccc(C(=O)N2CCC3CC2c2cc(-c4ccc(F)cc4)ccc23)cc1 (stereo not drawn)	i	0.5	.	1.5%
CN(C=O)c1cc([N+](=O)[O-])ccc1OCc1ccccc1	i	0.9	.	-2.3%
Cc1[nH]c2ccccc2c1C(=O)C(=O)NCc1ccncc1	i	0.7	-6.5%	1.4%
COc1ccccc1N1CCN(c2nc(C)cc(=O)[nH]2)CC1	i	0.5	-7.6%	10.3%

Single values from the list.
CNC(=O)C[C@@H]1C(=O)N(Cc2ccccc2)CC1(C)C – MgcRacGAP inhibition = 6.3%
Cc1[nH]c2ccccc2c1C(=O)C(=O)NCc1ccncc1 – MgcRacGAP inhibition = 1.4%
COc1ccccc1N1CCN(c2nc(C)cc(=O)[nH]2)CC1 – MgcRacGAP inhibition = 10.3%
